High-throughput results as filed in PubChem BioAssay.
HTR5A inv ag: inverse agonist of human HTR5A in OPRM1-OPRD1 counter-screen; HTR5A cell line, luminescence, inverse agonism; 340,000 compounds, 0.083% hits; inhibition, % at 9.3 µM; in the data active = inhibition mostly above about 23%, no sharp cut-off; inactive = mostly below about 18%;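 note: 0% = cells with DMSO and 100% = no-cell wells with DMSO; some compounds called inactive have numbers as strong as hits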
AddAB inh: less growth of phage-infected E. coli with AddAB. 330,000 compounds, 0.29% hits. AID 435030. inhibition, % at 11.9 µM. E. coli expressing H. pylori AddAB, absorbance growth; in the data active = inhibition above about 12%;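 note: 0% = vehicle wells of infected cells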
OPRM1-OPRD1 ag: agonists of human mu-delta opioid receptor heterodimerization | cells, OPRM1-OPRD1 heterodimerization, luminescence | 340,000 compounds, 0.3% hits | activation, % at 9.3 µM | AID 504326 | P35372+P41143; in the data active = activation above about 18%;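 note: 0% = vehicle-treated cells and 100% = reference agonist; values of inactives mirror those of a sister screen read the other way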
Target sequence (P35372 whole entry, looked up): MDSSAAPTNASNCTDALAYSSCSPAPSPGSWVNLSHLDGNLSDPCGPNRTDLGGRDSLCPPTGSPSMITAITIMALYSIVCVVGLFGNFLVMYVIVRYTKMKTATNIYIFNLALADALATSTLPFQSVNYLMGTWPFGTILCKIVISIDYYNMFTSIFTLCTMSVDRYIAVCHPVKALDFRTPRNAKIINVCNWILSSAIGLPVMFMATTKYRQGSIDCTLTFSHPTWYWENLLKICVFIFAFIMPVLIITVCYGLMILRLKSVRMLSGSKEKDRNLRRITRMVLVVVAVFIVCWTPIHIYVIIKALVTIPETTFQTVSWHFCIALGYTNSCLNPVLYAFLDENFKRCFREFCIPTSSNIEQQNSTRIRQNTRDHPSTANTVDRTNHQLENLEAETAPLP
Target sequence (P41143 whole entry, looked up): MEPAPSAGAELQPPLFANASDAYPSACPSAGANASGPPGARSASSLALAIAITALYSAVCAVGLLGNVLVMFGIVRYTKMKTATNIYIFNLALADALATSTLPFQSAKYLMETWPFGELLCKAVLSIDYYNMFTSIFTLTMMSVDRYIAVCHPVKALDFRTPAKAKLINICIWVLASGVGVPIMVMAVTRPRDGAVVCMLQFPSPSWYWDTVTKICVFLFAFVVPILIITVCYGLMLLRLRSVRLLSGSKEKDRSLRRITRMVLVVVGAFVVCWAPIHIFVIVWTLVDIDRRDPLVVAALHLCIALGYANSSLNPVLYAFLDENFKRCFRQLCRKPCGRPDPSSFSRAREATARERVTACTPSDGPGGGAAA
PKA-R2B activ: activates the human PKA-R2B holoenzyme complex; 340,000 compounds, 0.079% hits; P22694+P31323; PKA-R2B holoenzyme dissociation, Cy5-IP20 fluorescence polarization; R2B truncated from residue 108, S112A mutant; 0% DMSO only, 100% 113 µM cGMP; activation, % at 11.4 µM;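 active = activation above a cutoff set at the mean over all compounds plus 3 SD, cut at about 18% in these data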;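 note: higher means more holoenzyme dissociation and a rise in polarization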
PKA-R1A activ: activators of PKA-R1A complex; P00514+P68181; 340,000 compounds, 0.083% hits; AID 504707; activation, % at 11.4 µM; PKA-R1A dissociation, Cy5-IP20 fluorescence polarization; scaled: DMSO 0%, 113 µM cGMP 100%;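 active = percent activation above the mean of all tested compounds plus 3 SD, cut at about 19% in these data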;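 note: higher means more PKAc released from R1A so a rise in polarization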
Tat transport: E. coli Tat transport inhibition; inhibition, % at 10 µM; AID 488895; 340,000 compounds, 0.036% hits; E. coli MC4100 TorA-mCherry Tat export, fluorescence;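 active = mean replicate inhibition at least 50% and at least half of replicates individually reaching 50%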;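 note: exported cargo escapes ClpAP degradation while cytoplasmic cargo is degraded and loses fluorescence; 0% = median of neutral control wells and 100% = median of NaSCN control wells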
phage Ecoli inh: E. coli growth loss with phage present | growth absorbance | inhibition, % at 11.9 µM | 360,000 compounds, 0.26% hits | AID 651602; in the data active = inhibition above about 11%
Mot1-301 SUMO: inhibitors of SUMOylation pathway: yeast Mot1-301 growth rescue | S. cerevisiae Mot1-301 growth rescue, ATP luminescence, 38.5C; percent above DMSO median, 100 means doubled | growth rescue, % at 18.8 µM | 320,000 compounds, 1% hits | AID 2716;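 active = every valid replicate shows activation above 250% relative to neutral control wells; inactive = the rest, any valid replicate at or below 250%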;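 note: OY570 slx delta 5 strain wells were the positive control but not used for scaling; some compounds called inactive have numbers as strong as hits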
E coli growth: bacterial growth inhibition, counter-screen for AddAB inhibitors; 330,000 compounds, 0.27% hits; inhibition, % at 11.9 µM; E. coli V3065 growth, OD600 absorbance, 18 h;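 active = inhibition above the campaign's mean inhibition across all tested compounds plus 3 SD, cut at about 9.9% in these data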;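 note: uninfected addAB+ strain grown without phage in ampicillin broth; 0% = DMSO wells and 100% = ciprofloxacin 0.95 µg/ml wells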
OPRM1-OPRD1 inv: mu-delta opioid heterodimer inverse agonism; cell-based MOR-DOR heterodimer luminescence; inhibition, % at 9.3 µM; P35372+P41143; 340,000 compounds, 0.21% hits; in the data active = inhibition above about 22%, passing the limit was not always enough;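 note: 0% = cells with DMSO and 100% = wells without cells with DMSO; values of inactives mirror those of a sister screen read the other way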
PfHsp90 yeast 2: reduces growth (ATP signal) of yeast expressing P. falciparum Hsp90. inhibition, % at 9.4 µM. S. cerevisiae expressing PfHsp90, BacTiter-Glo ATP, 48 h; yeast lacking PDR1 and PDR3 efflux regulators. 310,000 compounds, 0.32% hits;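 active = every replicate shows inhibition above about 80%, whatever the replicate mean, limit read from the data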;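 note: 0% = DMSO neutral controls and 100% = 20 µM radicicol positive controls; yeast relying on Plasmodium falciparum Hsp90 in place of its own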
Active calls of the source: *; . = not tested or not shown.

1	CCCC/C=C/[C@H](c1ccccc1)[C@H](CO)Cc1cccnc1
2	O=C(/C(C=Nc1ccc(F)cc1)=C(/O)c1ccco1)C(F)(F)F
3	Cc1ccc(S(=O)(=O)N(C)C)cc1NS(=O)(=O)c1ccc(Cl)s1
4	CCN1CCN(c2ncnc3c2nnn3Cc2ccccc2)CC1
5	Cc1ccc(-c2csc(NC(=O)c3ccc([N+](=O)[O-])o3)n2)cc1
6	Cc1cc(C)cc(OCC(=O)OCC(=O)NC2CCCCCC2)c1

assay / entry,1,2,3,4,5,6
HTR5A inv ag,-22,-5,-31,-8,-16,-1
AddAB inh,0.3,1.5,0.1,1.8,9.0,0.6
OPRM1-OPRD1 ag,-0.5,-3.9,-1.1,-0.1,4.5,-2.7
PKA-R2B activ,-2,3,-1,4,5,-11
PKA-R1A activ,-8,-5,-14,-8,1,-3
Tat transport,2,-12,-6,3,-6,1
phage Ecoli inh,1.0,-1.9,4.3,2.9,-0.5,1.4
Mot1-301 SUMO,5,7,5,3,52,.
E coli growth,-0.7,0.9,-2.2,2.3,5.5,-2.6
OPRM1-OPRD1 inv,3,19,6,1,-25,10
PfHsp90 yeast 2,9,5,11,9,6,7

7	Cc1cc(=O)oc2cc(OCc3ccc(C(=O)OCC(=O)NC4CCS(=O)(=O)C4)cc3)ccc12 (centres undefined)
8	Cc1ccc(C2=NNC(=O)C(P(=O)(c3ccccc3)c3ccccc3)C2)cc1 (centres undefined)
9	CCc1cccc(N=c2c([N+](=O)[O-])nn(-c3ccc4c(c3)OCCO4)n2O)c1
10	O=C1/C(=C/c2ccccc2)CCc2ccc(Cl)nc21
11	CCSc1ncc(/C=N/Nc2ccc([N+](=O)[O-])cc2)n1C
12	CCOc1ccc(CCNC(=O)C2CC(=O)N(c3ccccc3OCC)C2)cc1OCC (centres undefined)

assay / entry,7,8,9,10,11,12
HTR5A inv ag,-15,-5,10,7,-4,-6
AddAB inh,0.7,1.8,1.0,.,1.9,0.2
OPRM1-OPRD1 ag,-4.2,-3.5,6.0,-3.7,11,-1.8
PKA-R2B activ,-11,-4,-6,4,-3,-10
PKA-R1A activ,9,-2,-10,-2,-10,-9
Tat transport,-1,-3,-1,2,-1,-4
phage Ecoli inh,-1.3,1.9,3.2,0.8,1.0,2.2
Mot1-301 SUMO,28,3,18,.,99,158
E coli growth,0.3,1.3,-1.8,.,-0.4,3.7
OPRM1-OPRD1 inv,22,18,-28,18,-56,12
PfHsp90 yeast 2,2,-8,-37,9,-23,.

13	CC(=O)n1c(=O)oc2ccccc21
14	O=C(Cc1ccc(Cl)cc1)Nc1ccc(S(=O)(=O)Nc2cnc3ccccc3n2)cc1
15	Cc1ccc(NC(=O)C2COc3ccccc3O2)nc1 (centres undefined)
16	CC(OCc1ccccc1)C(NC(=O)OC(C)(C)C)C(=O)NCC1CCCO1 (centres undefined)
17	COC(=O)N/N=C/c1cn(CCOc2ccccc2OC)c2ccccc12
18	CN(C)CCCNC(=O)C(=O)Nc1cc2c3c(c1)CC(=O)N3CCC2

assay / entry,13,14,15,16,17,18
HTR5A inv ag,0,-1,-16,5,-10,-11
AddAB inh,-1.4,2.2,4.3,0.6,-1.1,3.2
OPRM1-OPRD1 ag,-3.3,-1.7,-2.1,-1.4,0.6,-1.2
PKA-R2B activ,-6,2,3,1,5,3
PKA-R1A activ,7,-3,-6,-12,-6,-2
Tat transport,4,0,-8,4,-10,-7
phage Ecoli inh,0.8,5.2,3.4,2.0,0.6,2.1
Mot1-301 SUMO,1,-5,6,2,2,1
E coli growth,-1.3,-0.4,0.3,-2.2,-0.3,-2.1
OPRM1-OPRD1 inv,17,8,10,7,-3,6
PfHsp90 yeast 2,-15,9,-8,-15,2,20

19	Cc1ccc(S(=O)(=O)N(C)c2ccc(C(=O)N3CCOCC3)cc2)cc1
20	CSc1nnc(-c2ccc(NC(N)=S)cc2)o1
21	COc1cc(C(=O)NCc2nnc(SCC(=O)NCc3ccccc3)o2)cc(OC)c1OC
22	COc1ccc(CC(=O)NNC(=S)Nc2ccc(Br)cc2)cc1
23	O=C(O)C1C2C=CC(C2)C1C(=O)NCc1ccc(Cl)cc1Cl (centres undefined)
24	CCOC(=O)c1cc([N+](=O)[O-])cc([N+](=O)[O-])c1Sc1ncnc2nc[nH]c12

assay / entry,19,20,21,22,23,24
HTR5A inv ag,0,13,-34,18,-38,12
AddAB inh,5.1,-0.6,0.6,0.5,1.3,.
OPRM1-OPRD1 ag,0.5,-1.9,-0.5,-2.6,-1.0,8.8
PKA-R2B activ,-5,-4,-6,-2,-4,-1
PKA-R1A activ,-8,-1,0,-8,-1,-4
Tat transport,0,-4,-2,-4,-5,0
phage Ecoli inh,0.6,1.6,3.7,1.2,4.0,5.7
Mot1-301 SUMO,-18,29,-14,266,-25,.
E coli growth,0.1,-2.9,-1.8,-2.2,-3.6,.
OPRM1-OPRD1 inv,-3,10,3,11,5,-38
PfHsp90 yeast 2,34,-7,-4,5,10,107*

25	Nc1ccc(N=Nc2ccccc2)cc1[N+](=O)[O-]
26	COc1ccc(C(=O)COC(=O)Cn2cnc3c2c(=O)n(C)c(=O)n3C)c(OC)c1
27	COc1ccc(/C=N\N=C2/SC(CC(=O)O)C(=O)N2c2ccc(O)cc2)cc1 (centres undefined)
28	CSc1cc(-c2ccccc2)n(C)c(=O)c1C#N
29	COc1cccc(CC2(CO)CCN(S(=O)(=O)c3ccc(OC)cc3OC)CC2)c1
30	COc1ccc(C(=O)O)cc1NC(=S)NC(=O)Cc1ccc(Cl)cc1

assay / entry,25,26,27,28,29,30
HTR5A inv ag,14,25,1,-1,26,-7
AddAB inh,.,-0.5,2.5,2.6,2.7,-0.2
OPRM1-OPRD1 ag,-1.4,-1.9,0.5,-2.1,-1.9,-1.7
PKA-R2B activ,-12,8,4,5,-12,1
PKA-R1A activ,-6,-1,0,-13,2,-4
Tat transport,-5,3,-7,-3,-7,8
phage Ecoli inh,2.4,1.0,-0.6,3.0,-1.8,-0.2
Mot1-301 SUMO,.,-8,11,-14,-6,42
E coli growth,.,-0.8,5.1,-0.6,3.1,-0.6
OPRM1-OPRD1 inv,7,6,-2,10,10,8
PfHsp90 yeast 2,-7,-4,0,-11,31,11

In the list so far, these have a Cl atom.
3	Cc1ccc(S(=O)(=O)N(C)C)cc1NS(=O)(=O)c1ccc(Cl)s1
10	O=C1/C(=C/c2ccccc2)CCc2ccc(Cl)nc21
14	O=C(Cc1ccc(Cl)cc1)Nc1ccc(S(=O)(=O)Nc2cnc3ccccc3n2)cc1
23	O=C(O)C1C2C=CC(C2)C1C(=O)NCc1ccc(Cl)cc1Cl (centres undefined)
30	COc1ccc(C(=O)O)cc1NC(=S)NC(=O)Cc1ccc(Cl)cc1

assay / entry,3,10,14,23,30
HTR5A inv ag,-31,7,-1,-38,-7
AddAB inh,0.1,.,2.2,1.3,-0.2
OPRM1-OPRD1 ag,-1.1,-3.7,-1.7,-1.0,-1.7
PKA-R2B activ,-1,4,2,-4,1
PKA-R1A activ,-14,-2,-3,-1,-4
Tat transport,-6,2,0,-5,8
phage Ecoli inh,4.3,0.8,5.2,4.0,-0.2
Mot1-301 SUMO,5,.,-5,-25,42
E coli growth,-2.2,.,-0.4,-3.6,-0.6
OPRM1-OPRD1 inv,6,18,8,5,8
PfHsp90 yeast 2,11,9,9,10,11

Continuation.
31	CCN(CC)CCCNC(=O)CSc1nc(-c2ccc(F)cc2)cc(C(F)(F)F)n1
32	Cc1ccc2c(CN3CCN(CCO)CC3)cc(=O)oc2c1C
33	O=C(c1cccc(OC2CCN(Cc3ccc(F)cc3)CC2)c1)N1CCCC1
34	CC(Nc1ccc(Cl)c(Cl)c1)C(=O)NN (centres undefined)
35	O=C(NCc1cnc2ccccn12)C1CCC(=O)N(Cc2cccc(F)c2)C1 (centres undefined)
36	COCc1ccc(C(=O)Nc2ccccc2C(=O)NCc2cccnc2)cc1

assay / entry,31,32,33,34,35,36
HTR5A inv ag,0,-8,9,-3,-4,-7
AddAB inh,-0.1,0.9,.,1.1,-1.7,0.8
OPRM1-OPRD1 ag,-3.0,-1.2,-2.1,-0.5,-1.7,-2.3
PKA-R2B activ,-7,5,-12,-4,-7,-1
PKA-R1A activ,-10,2,-2,3,-1,13
Tat transport,4,0,1,2,0,-15
phage Ecoli inh,4.6,2.0,2.7,2.9,2.4,2.5
Mot1-301 SUMO,-6,-9,.,4,-5,34
E coli growth,-0.3,-1.4,.,-0.2,1.1,1.1
OPRM1-OPRD1 inv,14,7,11,3,9,15
PfHsp90 yeast 2,-30,15,3,17,-9,-7

37	Cc1onc(-c2ccccc2)c1-c1nc2ccccc2c(=O)o1
38	CCN(CC)CCn1c(NCc2cc(OC)ccc2OC)nc2ccccc21
39	CCOC(=O)c1cc(-c2ccco2)nn1-c1ccc(C)cc1
40	O=C(CNC(=O)OCc1ccccc1)NC1CCCCCCC1
41	Cc1ccc(NC(=O)Cc2ncc(C(F)(F)F)cc2Cl)cc1Cl
42	Cc1ccc(NC(=O)CN(C)C(=O)CSc2ncc(C(F)(F)F)cc2Cl)cc1

assay / entry,37,38,39,40,41,42
HTR5A inv ag,-6,.,9,-15,-12,15
AddAB inh,0.5,4.9,1.5,1.9,4.5,1.3
OPRM1-OPRD1 ag,-1.8,.,-2.9,-1.0,7.0,-2.1
PKA-R2B activ,-17,-5,-10,4,-1,-3
PKA-R1A activ,-6,1,-15,-7,0,0
Tat transport,-5,-6,2,0,-3,-2
phage Ecoli inh,-0.9,0.9,0.5,1.3,3.9,-0.1
Mot1-301 SUMO,-11,-15,237,5,-8,-20
E coli growth,0.6,-1.2,-1.1,3.7,0.9,0.5
OPRM1-OPRD1 inv,9,.,16,5,-35,11
PfHsp90 yeast 2,-18,20,26,-2,.,-9

43	CCCOC(=O)CSc1nnc(-c2cc(OC)c(OC)c(OC)c2)o1
44	CCOC(=O)/C=C1\SCC(=O)N1CC(=O)NC12CC3CC(CC(C3)C1)C2
45	COC(=O)c1ccccc1NC(=O)c1cnn2cccnc12
46	O=C(NC1CCCCC1)C1Cc2ccccc2CN1S(=O)(=O)c1ccc(F)cc1 (centres undefined)
47	O=C(O)c1cc(OCc2ccccc2)cc(OCc2ccccc2)c1
48	CC(Sc1nnc(Cc2ccccc2)o1)C(=O)Nc1ccccc1[N+](=O)[O-] (centres undefined)

assay / entry,43,44,45,46,47,48
HTR5A inv ag,7,-4,4,21,2,6
AddAB inh,0.6,-0.6,1.0,0.2,-0.3,-1.5
OPRM1-OPRD1 ag,-0.9,-0.6,-2.7,3.2,-2.0,-2.8
PKA-R2B activ,0,4,4,0,2,1
PKA-R1A activ,-13,-2,1,-2,1,4
Tat transport,-1,11,2,5,-1,-1
phage Ecoli inh,-0.2,0.8,0.9,1.6,0.2,-0.6
Mot1-301 SUMO,-2,3,90,-15,11,-7
E coli growth,0.1,-1.9,0.8,-0.3,0.5,-2.5
OPRM1-OPRD1 inv,5,3,13,-19,9,11
PfHsp90 yeast 2,-4,-63,2,-17,-29,-8
